Screening results from PubChem.
Apaf1 inhib: blocks human Apaf-1 apoptosome activity; O14727; reconstituted apoptosome caspase-3 activity, DEVD-Rh110 fluorescence; inhibition, % at 20 µM; 0.71% of 330,000 active; active means inhibition of at least 40% at 20 µM;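 further: plate controls were DMSO wells for no effect and DEVD-CHO caspase inhibitor wells for full effect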
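System: reconstituted apoptosome with Apaf-1, cytochrome c, caspase-9, procaspase-3, dATP; Signal: Rh110 fluorescence intensity; Schedule: 30 min compound preincubation, 50 min activation, room temperature; Reagent: cytochrome c trigger plus (Z-DEVD)2-Rh110 caspase-3 substrate.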
TIM10 inh: growth inhibitors of TIM10 yeast strain | S. cerevisiae TIM10 strain growth, BacTiter-Glo luminescence, 24 h | AID 463195 | 1.4% of 330,000 active | inhibition, % at 10 µM;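 active means inhibition of 40% or more at the single tested concentration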;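 further: wild-type TIM10 isogenic control strain grown at permissive 25 °C; 0% = DMSO yeast wells and 100% = minimal medium wells without yeast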
mIAP act: mouse IAP activation | activation factor at 10 µM | muIAP, CDP-Star luminescence, 30 min; hits give high values; 1 = vehicle-only enzyme signal, 0 = enzyme-free wells | 0.24% of 330,000 active;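 active means activation factor of at least 2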; further: the source names both 10 and 20 µM as test concentration; values of inactives mirror those of a sister screen read the other way
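System: Mouse IAP enzyme | Also added: CDP-Star substrate | Dosing: Compounds dispensed in DMSO | Schedule: 30 min enzyme-substrate-compound incubation at room temperature | Technique: Chemiluminescence readout | Control set: DMSO-only wells and no-enzyme negative control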
mIAP block: mouse IAP inhibition. inhibition, % at 10 µM. purified mouse IAP, CDP-Star luminescence, 30 min. 0.2% of 330,000 active;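 active means inhibition of at least 40% at 10 µM in the primary screen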;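 further: plate controls were DMSO with enzyme for no effect and no enzyme wells for full effect; values of inactives mirror those of a sister screen read the other way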
ATG4B inhibitor: inhibitors of human ATG4B cysteine protease. Q9Y4P1. ATG4B cleavage of LC3-PLA2, NBD-HPC fluorescence, 1 h. inhibition, % at 8.33 µM. 0.51% of 340,000 active; in the data active means inhibition above about 40%
Target sequence (Q9Y4P1 whole entry, looked up): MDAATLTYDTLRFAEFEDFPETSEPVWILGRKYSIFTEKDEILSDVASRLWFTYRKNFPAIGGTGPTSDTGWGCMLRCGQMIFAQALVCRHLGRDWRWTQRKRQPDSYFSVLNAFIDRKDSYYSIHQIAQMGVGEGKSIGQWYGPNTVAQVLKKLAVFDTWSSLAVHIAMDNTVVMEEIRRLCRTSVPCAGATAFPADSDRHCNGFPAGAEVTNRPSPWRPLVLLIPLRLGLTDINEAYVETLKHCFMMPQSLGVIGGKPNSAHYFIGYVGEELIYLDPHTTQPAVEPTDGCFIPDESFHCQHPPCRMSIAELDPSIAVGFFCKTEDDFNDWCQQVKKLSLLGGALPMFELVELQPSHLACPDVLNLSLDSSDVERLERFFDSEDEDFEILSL
tim10-1 inh: tim10-1 yeast growth inhibition; 2.2% of 330,000 active; inhibition, % at 20 µM; S. cerevisiae tim10-1 ts strain growth, BacTiter-Glo, 24 h;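 active means inhibition of at least 40%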;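 further: mutant grown at 25 °C; 0% = DMSO wells with yeast and 100% = wells holding no yeast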
NLRP3 yeast inh: NALP3 inhibition in yeast | AID 2825 | 0.39% of 330,000 active | inhibition, % at 10 µM | Yeast reconstituted NLRP3/ASC/caspase-1, beta-gal luminescence, 24 h;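 active means inhibition of 50% or more; inactive means inhibition below 50%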;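 further: plate controls were induced DMSO wells for no effect and uninduced yeast grown without galactose for full effect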
hIAP inh: blocks human intestinal alkaline phosphatase. 0.12% of 330,000 active. AID 2544. inhibition, % at 10 µM. purified IAP, CDP-Star luminescence, 30 min. P09923;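 active means inhibition reaching a set limit with compound at 10 µM in the primary screen, cut at about 35% in these data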;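 further: plate controls were DMSO wells with enzyme for no effect and no-enzyme buffer wells for full effect; values of inactives mirror those of a sister screen read the other way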
Target sequence (P09923 whole entry, looked up): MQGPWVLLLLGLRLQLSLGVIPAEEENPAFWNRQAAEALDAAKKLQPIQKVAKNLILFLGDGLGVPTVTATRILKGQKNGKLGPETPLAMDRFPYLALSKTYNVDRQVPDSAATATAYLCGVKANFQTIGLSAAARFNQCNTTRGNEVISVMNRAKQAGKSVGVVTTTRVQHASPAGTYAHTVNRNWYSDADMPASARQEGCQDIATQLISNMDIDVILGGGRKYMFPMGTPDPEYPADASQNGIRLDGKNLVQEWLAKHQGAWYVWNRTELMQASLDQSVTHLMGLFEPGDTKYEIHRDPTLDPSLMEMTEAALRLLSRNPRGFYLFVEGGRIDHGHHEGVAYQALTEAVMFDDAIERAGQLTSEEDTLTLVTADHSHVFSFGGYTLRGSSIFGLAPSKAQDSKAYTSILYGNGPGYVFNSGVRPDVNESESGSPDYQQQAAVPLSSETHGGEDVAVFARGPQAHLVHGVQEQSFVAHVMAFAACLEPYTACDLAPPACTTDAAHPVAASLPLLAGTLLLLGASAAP
hIAP activ: human IAP activation. purified human IAP, CDP-Star luminescence, 30 min; hits give high values; 1 = vehicle-only enzyme, 0 = enzyme-free background. activation factor at 10 µM. 0.16% of 330,000 active. P09923;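 active means activation factor of the enzyme at least 2-fold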; further: the source names both 10 and 20 µM as test concentration; values of inactives mirror those of a sister screen read the other way
An asterisk follows results filed as active.

SMILES | Apaf1 inhib | TIM10 inh | mIAP act | mIAP block | ATG4B inhibitor | tim10-1 inh | NLRP3 yeast inh | hIAP inh | hIAP activ
CN(C)S(=O)(=O)c1cccc(NC(=O)c2cccc(NS(=O)(=O)c3ccccc3)c2)c1 | 4 | 10 | 1 | 0 | -9 | -24 | 5 | -2 | 1
COc1ccc(CC(=O)N(C)CC(=O)Nc2ccc(F)cc2)cc1S(=O)(=O)N1CCOCC1 | -5 | 0 | 1.1 | -6 | -49 | 10 | 17 | -3 | 1
CCc1ccc(C2C(C#N)=C(N)C(C#N)(C#N)C3=CCC(C(C)(C)C)CC32)cc1 (stereo not given) | 25 | 33 | 1 | -2 | 6 | 33 | -6 | 2 | 0.98
COc1ccc(S(=O)(=O)N2Cc3ccccc3CC2C(=O)N2CCOCC2)cc1 (stereo not given) | -11 | 15 | 1.1 | -10 | -6 | 6 | 16 | 1 | 0.99
CCN(CC)C(=O)CSc1nc2ccc(NC(=O)CSc3nnc(N)s3)cc2s1 | 4 | -15 | 1.1 | -9 | 7 | -5 | 12 | -15 | 1.2
CCN(CC)CCCNC(=O)CCn1nc(-c2ccccc2)ccc1=O | 1 | 3 | 0.98 | 2 | 0 | 3 | -5 | 6 | 0.94
CCOC(=O)C1=NN(C(C)=O)C2(CC(=O)N(c3cccc(C)c3)C2=O)C1 (stereo not given) | -13 | -9 | 1 | 0 | -8 | 16 | 1 | -41 | 1.4
CCCc1nnc(NC(=O)OCC)s1 | 4 | -10 | 0.98 | 2 | -10 | 1 | 19 | 0 | 1
CC(=O)c1c(C)[nH]c(C(=O)N2CCCCCC2)c1C | -8 | -2 | 0.97 | 3 | -1 | 10 | 4 | -7 | 1.1
COc1nccnc1NS(=O)(=O)c1ccc(NC(=O)c2cccc(C)c2)cc1 | -6 | 22 | 0.88 | 12 | -3 | -6 | 18 | 8 | 0.92

Two entries from above, with each value named:
> COc1ccc(CC(=O)N(C)CC(=O)Nc2ccc(F)cc2)cc1S(=O)(=O)N1CCOCC1
  Apaf1 inhib: -5 | TIM10 inh: 0 | mIAP act: 1.1 | mIAP block: -6 | ATG4B inhibitor: -49 | tim10-1 inh: 10 | NLRP3 yeast inh: 17 | hIAP inh: -3 | hIAP activ: 1

> COc1nccnc1NS(=O)(=O)c1ccc(NC(=O)c2cccc(C)c2)cc1
  Apaf1 inhib: -6 | TIM10 inh: 22 | mIAP act: 0.88 | mIAP block: 12 | ATG4B inhibitor: -3 | tim10-1 inh: -6 | NLRP3 yeast inh: 18 | hIAP inh: 8 | hIAP activ: 0.92

Additional compounds follow:
SMILES | Apaf1 inhib | TIM10 inh | mIAP act | mIAP block | ATG4B inhibitor | tim10-1 inh | NLRP3 yeast inh | hIAP inh | hIAP activ
Cc1cc(=O)[nH]c(SCC(=O)c2ccccc2)c1C#N | 9 | -11 | 1 | -3 | -9 | 4 | 16 | 3 | 0.97
CCOc1ccccc1N1CC(C(=O)N2CCN(Cc3ccc(C#N)cc3)CC2)CC1=O (stereo not given) | 11 | 6 | 1 | -3 | -6 | 7 | 16 | -2 | 1
COc1cc(N2N=C(c3ccccc3)CC2c2ccccc2)c(C=O)cc1C=O (stereo not given) | 20 | 3 | 0.96 | 4 | 0 | 15 | 9 | 24 | 0.77
CC(=O)Nc1cccc(N=NN2CCOCC2)c1 | -5 | 8 | 0.94 | 6 | -5 | 24 | 22 | 12 | 0.88
O=C(NCc1ccc2c(c1)OCO2)c1ccco1 | -14 | 4 | 0.95 | 5 | 12 | 0 | 19 | 5 | 0.95
Cc1cccnc1NC1(C(F)(F)F)N=C(c2ccccc2)NC1=O (stereo not given) | -9 | -3 | 1 | 0 | 0 | 6 | 8 | 28 | 0.72
Cc1ccc(C(c2sc3ncnn3c2O)N2CCC(C)CC2)cc1 (stereo not given) | -2 | -12 | 1 | -1 | 0 | -6 | 2 | 20 | 0.81
CCS(=O)(=O)N1CCC(C(=O)NCCN2CCN(Cc3ccccc3)CC2)CC1 | -13 | 3 | 1 | -3 | 5 | 10 | -5 | -15 | 1.2
CCc1c(C)sc(NC(=O)CC#N)c1C#N | -4 | 17 | 0.75 | 25 | 3 | 21 | 13 | -6 | 1.1
O=[N+]([O-])c1cc(/C=N/N2CCOCC2)cs1 | -3 | 20 | 0.9 | 10 | -8 | 23 | 21 | -9 | 1.1
O=C(NNC(=O)C1CCN(Cc2ccccc2)CC1)c1cccs1 | -5 | 2 | 1 | -4 | -5 | -10 | 12 | -18 | 1.2
O=C(CN1CCN(S(=O)(=O)c2ccccc2F)CC1)NC1CCCC1 | -5 | -3 | 1 | 0 | -9 | 10 | 10 | 3 | 0.97
CC(C)(C)C(=O)NC1CCN(S(=O)(=O)c2cccc(C(F)(F)F)c2)CC1 | -4 | -3 | 1 | -2 | -4 | 11 | 14 | 0 | 1
COc1ccc(-c2nnn(CC(=O)N(Cc3ccc(F)cc3)C(C(=O)NC3CCCC3)c3ccc(F)cc3)n2)cc1 (stereo not given) | -26 | 3 | 1.5 | -47 | 5 | -11 | 16 | 7 | 0.93
CC(NC(=O)CN1CCN(S(=O)(=O)c2ccc(Br)cc2)CC1)c1ccccc1 (stereo not given) | 22 | 0 | 0.97 | 3 | -2 | 8 | 11 | -5 | 1.1
CSc1ccccc1NC(=O)Nc1cccc2ccccc12 | 3 | -8 | 1 | -3 | 1 | 0 | 7 | 14 | 0.86
O=C(Nc1ccccn1)C1CCN(C(=O)c2ccc(F)cc2)CC1 | 8 | 16 | 1 | -1 | -1 | 10 | 11 | 0 | 0.99
COc1ccc(C2c3ccsc3CCN2C(=O)NC(C)(C)C)cc1 (stereo not given) | -1 | 17 | 1.2 | -16 | -6 | 22 | 10 | -11 | 1.1
O=C(NN1C(=O)C2C3C=CC([C@@H]2C1=O)C31CC1)c1ccccc1 (stereo not given in full) | -7 | 8 | 1.1 | -11 | -6 | 21 | 1 | 17 | 0.83
CN(c1ccccc1C(=O)N1CCN(c2cccc(Cl)c2)CC1)S(C)(=O)=O | -5 | 21 | 1 | -3 | -1 | 25 | 10 | -6 | 1.1

Individual results from above.
Value of O=C(CN1CCN(S(=O)(=O)c2ccccc2F)CC1)NC1CCCC1 in NLRP3 yeast inh: 10
Value of CSc1ccccc1NC(=O)Nc1cccc2ccccc12 in NLRP3 yeast inh: 7
Value of CN(c1ccccc1C(=O)N1CCN(c2cccc(Cl)c2)CC1)S(C)(=O)=O in hIAP inh: -6
Value of O=C(NCc1ccc2c(c1)OCO2)c1ccco1 in Apaf1 inhib: -14
Value of CCOC(=O)C1=NN(C(C)=O)C2(CC(=O)N(c3cccc(C)c3)C2=O)C1 (stereo not given) in ATG4B inhibitor: -8

For reference, part of the list above:
SMILES | Apaf1 inhib | TIM10 inh | mIAP act | mIAP block | ATG4B inhibitor | tim10-1 inh | NLRP3 yeast inh | hIAP inh | hIAP activ
O=C(NN1C(=O)C2C3C=CC([C@@H]2C1=O)C31CC1)c1ccccc1 (stereo not given in full) | -7 | 8 | 1.1 | -11 | -6 | 21 | 1 | 17 | 0.83
CN(c1ccccc1C(=O)N1CCN(c2cccc(Cl)c2)CC1)S(C)(=O)=O | -5 | 21 | 1 | -3 | -1 | 25 | 10 | -6 | 1.1

Next part
SMILES | Apaf1 inhib | TIM10 inh | mIAP act | mIAP block | ATG4B inhibitor | tim10-1 inh | NLRP3 yeast inh | hIAP inh | hIAP activ
CCc1ccc(Cn2nnc(C(=O)Nc3cccc(C)c3)c2N)cc1 | -2 | 4 | 1 | -2 | -3 | 1 | 6 | 12 | 0.88
Cc1cc(C)n2c(=O)c3ccc(Cl)cc3nc2c1C#N | 10 | 1 | 1 | -1 | -12 | -7 | -5 | 6 | 0.94
CC(NC(=O)c1cc(-c2ccncc2)nc2ccc(Br)cc12)C1CCCO1 (stereo not given) | 7 | 15 | 0.94 | 6 | -5 | 20 | 0 | 0 | 1
CSc1cccc(NC(=O)C(C)C)c1 | 1 | 0 | 1 | -2 | 13 | -7 | 9 | -2 | 1
C/C(=N/OC(=O)CC(C)C)c1cc(-c2ccc(Cl)cc2)no1 | -13 | -14 | 0.89 | 11 | 4 | -1 | 42 | 2 | 0.98
CCC(C)(C)C1CCC(=NNC(=S)Nc2ccccc2)CC1 (stereo not given) | 3 | 28 | 0.85 | 14 | 1 | 25 | 29 | 6 | 0.94
Cc1c(Cl)cccc1-c1ccc(/C=N/n2cnnc2)o1 | 12 | 9 | 0.98 | 2 | -2 | 28 | 5 | -6 | 1.1
COc1ccc(CN2CCNC(=O)C2CC(=O)NCc2cn3ccc(C)cc3n2)c(OC)c1 (stereo not given) | -16 | 6 | 0.97 | 3 | -14 | 6 | 1 | 18 | 0.81
Cc1nc2c(C(=O)NCCc3ccccc3)c[nH]n2c(=O)c1Cl | 0 | 8 | 0.89 | 12 | 12 | 16 | 15 | -1 | 1
CC(C)C(NC(=O)C1CCC(C(C)(C)C)CC1)C(=O)NCCCN1CCCCC1 (stereo not given) | 7 | 7 | 1 | -1 | 4 | -1 | -2 | -17 | 1.2
O=C1NC2CCc3nc4ccccc4c(=O)n3C2=Nc2ccccc21 (stereo not given) | 2 | -2 | 1 | -2 | -7 | 8 | 5 | 3 | 0.97
O=C(N/N=C/C=C/c1ccccc1[N+](=O)[O-])c1cccs1 | 3 | 19 | 0.77 | 23 | 4 | 11 | 13 | -12 | 1.1
O=C(O)CC(Cn1cnnn1)c1ccccc1 (stereo not given) | -4 | 11 | 0.98 | 2 | 0 | -1 | 12 | -1 | 1
Cc1c(NC(=O)c2ccc([N+](=O)[O-])o2)cccc1-c1nc2ncccc2o1 | 8 | 47* | 1.1 | -5 | -2 | 49* | 13 | 0 | 1
Fc1ccc(-c2nc3ccncc3[nH]2)cc1 | -4 | 9 | 0.98 | 2 | 2 | -2 | 10 | 5 | 0.95
Cc1ccc(C(C(=O)NCc2ccco2)N(C(=O)Cc2cccs2)c2cccnc2)cc1 (stereo not given) | 5 | 17 | 0.95 | 4 | -7 | 9 | -6 | -6 | 1.1
Cc1c(NC(=O)COc2ccccc2Cl)c(=O)n(-c2ccccc2)n1C | 0 | -4 | 0.99 | 1 | 3 | -6 | 10 | 10 | 0.9
COc1ccc(C(=O)OC(C)C(=O)NC2CCCC2)cc1S(=O)(=O)N1CCOCC1 (stereo not given) | 13 | 2 | 1 | 0 | 1 | 19 | 7 | -22 | 1.2
O=C(Nc1ccccc1[N+](=O)[O-])C1=C(O)CCn2c1nc1ccccc12 | -7 | -6 | 0.89 | 11 | 1 | 2 | 20 | 10 | 0.9
OCCC1CN(Cc2cccn2-c2cccnc2)CCN1Cc1ccccc1 (stereo not given) | 5 | 15 | 0.98 | 2 | 0 | 5 | 4 | 5 | 0.95
Cc1c(C(=O)OC(C)C)sc(NC(=O)c2cccnc2)c1C#N | 3 | 6 | 0.9 | 10 | -10 | -15 | 7 | -2 | 1
CC(C)C(=O)N=C1NC(=O)CS1 | -4 | -11 | 0.95 | 5 | -1 | -1 | 7 | -26 | 1.3
COc1ccc(N(C(C)C(=O)N/N=C(\C)C(C)(C)C)S(C)(=O)=O)cc1 (stereo not given) | 12 | 5 | 1.1 | -10 | -9 | 12 | 18 | 19 | 0.81

Three compounds from above, arranged by the number in hIAP inh, falling:
molecule	hIAP inh
COc1ccc(N(C(C)C(=O)N/N=C(\C)C(C)(C)C)S(C)(=O)=O)cc1 (stereo not given)	19
O=C1NC2CCc3nc4ccccc4c(=O)n3C2=Nc2ccccc21 (stereo not given)	3
Cc1c(NC(=O)c2ccc([N+](=O)[O-])o2)cccc1-c1nc2ncccc2o1	0
